HER2 expr 66K = inhibitors of Her2 protein expression, primary screen, SKBR-3 cells, AlphaScreen, 66K library. Receptor tyrosine-protein kinase erbB-2 (Homo sapiens), P04626. SKBR-3 HER2 protein level, 18-24 h; stronger effect = lower value. HER2 level % of control, % at 10 µM. 65,000 tested, 0.69% active. AID 645, 2007;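 active = HER2 level under 5% of the carrier-only control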;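 note: 100% = DMSO carrier and 0% = 500 nM PU-H71 HSP90 inhibitor; lower value means stronger loss of Her2 protein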
Autofluor 339 = intrinsic fluorescence of library compounds, ex339/em460 – biochemical, MLSMR library, data from DPM-DC assay, artefact control, profiling panel | compound autofluorescence, ex339/em460 nm, NADH buffer; stronger effect = higher value; 1 = no-compound wells, NADH background | fluorescence fold increase at 10 µM | 65,000 tested, 5.5% active | AID 709, 2007;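 active = at 10 µM, mean starting fluorescence two-fold or more over control wells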;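 note: signal is the first read of a kinetic run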
S1P3 agonist = human S1P3 receptor agonists, primary screen, cell-based, primary and confirmation, NFAT-BLA reporter | Sphingosine 1-phosphate receptor 3 (Homo sapiens), Q99500 | S1P3 NFAT-BLA reporter cells, agonism, FRET ratio; relative to 1 µM S1P, basal subtracted | activation, % at 4.5 µM | 60,000 tested, 0.1% active | AID 373, 2006;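 active = activation above the screen-wide mean plus 3 SD, cut at about 4.5% in these data, passing the limit was not always enough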; note: some compounds called inactive have numbers as strong as hits
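Measure – % activation relative to 1 µM S1P (100%), per plate · System – stable CHO line with human S1P3, Gα16, NFAT-BLA reporter · Timing – cells plated overnight, compound 4 h 37 °C, substrate 2 h RT · Technique – fluorescent BLA substrate, ex 405 nm, em 460/535 nm ratio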
S1P1 ag-PAM = S1P1 agonists and agonism potentiators, primary screen, cell-based, primary and confirmation screens, CRE-bla reporter. Sphingosine 1-phosphate receptor 1 (Homo sapiens), P21453. S1P1 CRE-bla cells, forskolin, beta-lactamase FRET, potentiator mode; S1P1 agonist co-added at EC20, 2 nM; 100% = saturating reference agonist, 0% = basal. activation, % at 9.5 µM. 56,000 tested, 0.57% active. AID 449, 2006;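 active = activation above a cutoff set at the mean activation of all tested compounds plus 3 SD, cut at about 54% in these data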;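 note: forskolin at 4 µM as EC80 and the EC20 agonist is SEW2871; 100% = SEW2871 at its EC100 plus forskolin at EC80; some compounds past the cut are filed as inactive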
HTR1E agonist = 5-HT1E receptor agonists, primary screen, cell-based, HTS; 5-hydroxytryptamine receptor 1E (Homo sapiens), P28566; CHO 5-HT1E Ga15 NFAT-bla reporter, FRET; 0% DMSO wells, 100% control agonist wells; activation, % at 6 µM; 65,000 tested, 0.69% active;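 active = activation above a set limit, the screen-wide mean activation plus 3 SD, cut at about 8.5% in these data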;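 note: 100% = positive control agonist at 1 µM giving full maximal response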
MMP13 inh = human MMP13 inhibitors, primary screen, biochemical, FRET peptide cleavage; Collagenase 3 (Homo sapiens), P45452; MMP-13 fTHP FRET cleavage, Mca fluorescence; inhibition, % at 4 µM; 65,000 tested, 0.07% active;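 active = inhibition above the mean of compound-free control plate wells plus 3 SD, cut at about 14% in these data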;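 note: 0% = DMSO wells and 100% = wells with reference MMP-13 inhibitor after basal subtraction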
5-HT1A blocker = human 5-HT1a receptor antagonists, primary screen, cell-based, CHO, Ga15 NFAT-bla reporter; CHO 5-HT1a Ga15 NFAT-bla reporter, antagonist mode; 62,000 tested, 0.68% active; 5-hydroxytryptamine receptor 1A (Homo sapiens), P08908; inhibition, % at 10 µM;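 active = inhibition above the mean of all tested compounds plus 3 SD, cut at about 43% in these data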;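 note: receptor stimulated by 5-CT agonist at 100 nM near EC80; beta-lactamase reporter measured by ratiometric fluorescence of a cleavable substrate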
Abs 340nm = compound light absorbance at 340 nm, profiling panel, artefact control, biochemical, MLSMR library, data from PS, PMK, MK assays | compound absorbance at 340 nm, fold over control | fold change at 10 µM | 65,000 tested, under 10 active;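 active = at 10 µM dose, initial 340 nm absorbance at least 2 fold that of control wells; inactive = change under 2 fold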;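 note: initial absorbance extrapolated from kinetic A340 decline of NADH oxidation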
5HT1E antag = 5-HT1E receptor antagonists, primary screen, cell-based, HTS; inhibition, % at 6 µM; CHO 5-HT1E Ga15 NFAT-bla reporter, FRET, antagonist; 5-hydroxytryptamine receptor 1E (Homo sapiens), P28566; 65,000 tested, 0.99% active;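 active = inhibition above a set limit, the mean inhibition across every tested compound plus 3 SD, cut at about 29% in these data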;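 note: signal is the 460 over 535 nm emission ratio of beta-lactamase substrate; 0% = agonist plus DMSO wells and 100% = wells without agonist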
* = called active by the depositor; nt = not tested or not shown; [ ] = another dose, or the depositor's remark. Rows are unselected. Share with any hit: about 8.5%.

HER2 expr 66K,Autofluor 339,S1P3 agonist,S1P1 ag-PAM,HTR1E agonist,MMP13 inh,5-HT1A blocker,Abs 340nm,5HT1E antag,structure
105,1.1,-0.4,4,-0.6,4,15,1,2,N#CCCN(C1CCCCC1)S(=O)(=O)CCOc1ccccc1
95,1,-0.7,6,-1.1,2,8,0.98,13,O=C(CCCSc1nc2ccccc2s1)NC1=NCCS1
93,1.1,-1.4,10,-0.4,3,-5,1.1,-2,CCOc1ccc(-c2nnc3ccc(SCC(=O)N4CCCCC4)nn23)cc1
98,1.1,1.0,-7,-0.7,-4,5,1,3,CCC(O)c1cc2c(cc1NC(=O)c1ccc(C)cc1)OCCO2 (configuration not stated)
108,1.1,0.0,-6,-0.8,-3,-19,0.97,-10,CSc1nc(C)cc(OCC(=O)n2nc(C)cc2C)n1
104,1.1,-0.3,2,-0.3,0,-7,0.98,5,CC(=O)Nc1ccc(S(=O)(=O)NCc2csc(C)n2)cc1
93,1.1,-0.8,-20,0.6,2,-6,0.97,0,Cc1sc(CO)c(Sc2ccccc2)c1C(=O)O
82,1.1,-1.0,nt,-0.6,5,0,1.1,-2,CCO/C(C)=C1\C(=O)N(CC)c2ccccc21
51,1.1,-0.1,nt,-0.2,1,11,1,-2,O=C(Cn1cnc2ccccc21)NCCCN1CCOCC1
116,1,1.1,-22,-0.1,6,-4,0.98,-5,CS(=O)(=O)N1CCCC(C(=O)NCCCN2CCC(Cc3ccccc3)CC2)C1 (configuration not stated)
72,1.1,-0.9,12,-1.6,1,16,1,4,c1ccc2c(-c3ccncc3)c[nH]c2c1
-1.4*,1.1,-1.2,5,-0.1,8,0,1,0,CCOC(=O)CSc1nnc(-c2ccc(NS(=O)(=O)c3ccc(C)cc3)cc2)o1
108,1.1,-1.5,-19,-0.3,-11,-1,1,2,COC(=O)COc1cccc(NC(=O)c2cccs2)c1
78,1.1,nt,nt,0.4,3,2,1,-3,COc1cc(S(=O)(=O)N2CCCCCC2)c(OC)cc1Br
140,1.1,0.9,-6,0.2,1,14,0.99,-4,COc1ccc(N2C(=O)CSC2c2ccc3c(c2)OCO3)c(OC)c1 (configuration not stated)
79,1,0.2,-5,0.0,-3,-11,0.99,-9,CC(C)(C)Cc1nc(-c2ccccn2)no1
131,1.4,0.5,-9,1.1,-21,-23,0.97,-7,Cc1nc2ccc(NC(=O)N3CCN(c4ccccn4)CC3)cc2s1
53,1.1,-0.9,nt,0.3,3,9,1,3,O=C(c1ccco1)N1CCN(Cc2cccc(F)c2)CC1
220,1.1,nt,nt,0.0,0,-6,1,8,Cc1ccc(-n2c(SCC(=O)Nc3nccs3)nc3c(c2=O)SCC3)cc1
84,1.1,nt,nt,-0.8,-2,5,1,1,COc1ccc(C(=O)NCc2nnc(SCC(=O)N3CCC(C)CC3)o2)cc1OC
98,1.1,-1.6,14,-0.4,-4,nt,1,-13,CN(C)CCCNCCCCNC(=O)/C=N/O
95,1,-0.5,-8,0.2,-1,nt,1,-11,CC(NC(=O)NCCCC(=O)O)(C(F)(F)F)C(F)(F)F
162,1.1,nt,nt,-0.3,4,-5,1,-3,CC1Cc2ccccc2N1C(=O)CSC1=NCCS1 (configuration not stated)
152,1.1,-0.9,7,0.0,2,nt,1,-17,CCCOc1ccccc1C(=O)NCCCC(=O)O
129,1,-0.5,-25,0.2,-11,-12,0.96,-4,CCOC(=O)c1c(C)[nH]c(C(=O)COC(=O)C2CC2C)c1C (configuration not stated)

Entries of single compounds, quoted from the list. Values in the order: HER2 expr 66K	Autofluor 339	S1P3 agonist	S1P1 ag-PAM	HTR1E agonist	MMP13 inh	5-HT1A blocker	Abs 340nm	5HT1E antag
O=C(CCCSc1nc2ccccc2s1)NC1=NCCS1 in the list: 95	1	-0.7	6	-1.1	2	8	0.98	13
Cc1sc(CO)c(Sc2ccccc2)c1C(=O)O in the list: 93	1.1	-0.8	-20	0.6	2	-6	0.97	0
CN(C)CCCNCCCCNC(=O)/C=N/O in the list: 98	1.1	-1.6	14	-0.4	-4	nt	1	-13

Continuation:
HER2 expr 66K,Autofluor 339,S1P3 agonist,S1P1 ag-PAM,HTR1E agonist,MMP13 inh,5-HT1A blocker,Abs 340nm,5HT1E antag,structure
114,1.1,-0.7,-11,-0.1,6,7,1,-4,COCCNC(=O)CN(c1ccccc1OC)S(C)(=O)=O
81,1.1,0.0,26,0.0,4,-3,1.1,4,Cc1nnc(SCC(=O)Nc2nc3c(s2)CC(C)CC3)s1 (configuration not stated)
122,1.1,-0.6,-9,0.5,-3,4,1,-7,CC1CCCCC1NC(=O)C1CCN(S(=O)(=O)N2CCCCCC2)CC1 (configuration not stated)
100,1.6,-1.7,-4,-0.7,3,15,1,-2,CCCCCCNC(=O)C(C#N)c1nc2ccccc2nc1N1CCOCC1 (configuration not stated)
90,1.1,-0.6,17,0.0,11,1,1,5,COC(=O)c1cccc(NC(=O)CSc2nc3cccnc3n2C)c1
62,1,-0.5,-16,0.3,0,4,1,-6,O=C(Nc1ccc(Cn2nnc3ccccc32)cc1)c1ccco1
91,1.2,-1.5,-4,0.5,2,-1,1,11,CCOC(=O)NC(CC(=O)O)c1ccc(OCC)cc1 (configuration not stated)
92,1.1,-1.1,4,-1.1,3,11,1,5,CCC(=O)n1nc(-c2cccnc2)nc1NCc1ccc(OC)cc1
52,1.1,-1.3,27,-1.0,4,31,1.1,4,CCOc1ccccc1OCc1nn2c(COc3ccccc3)nnc2s1
81,1.1,nt,nt,-0.3,0,-9,1,-2,COc1ccccc1N1CCN(C(=O)CCn2c(=O)[nH]c3ccsc3c2=O)CC1
65,1.1,-1.1,-8,-1.4,1,21,1,-1,O=C1CCCc2c1[nH]c1ccc(Br)cc21
92,1,1.7,-13,1.4,-6,4,1.1,-2,CCOc1ccc(/C(O)=C2/C(=O)C(=O)N(CCOCCO)C2c2ccccn2)cc1 (configuration not stated)
74,1.1,-0.5,-13,-0.3,0,-6,1,0,CCN(CC)CP(=O)(c1ccccc1)c1ccccc1
105,1.1,0.7,-7,-0.3,-1,-9,0.98,-8,O=c1cc(N2CCN(Cc3ccccc3)CC2)[nH]c(=O)n1Cc1ccc(F)cc1
105,1.2,-0.4,7,-0.4,-2,-1,1,-3,O=C(O)C1CCN(Cc2cnn(-c3ccccc3)c2-n2cccc2)CC1
62,1.1,-1.5,-78,-0.5,5,15,1,-1,O=C(NCC1CCCO1)c1cc(-c2ccccc2)on1 (configuration not stated)
100,1.4,-1.3,14,-1.3,0,4,1.2,-1,O=C(c1ccc(F)cc1)c1ccc(N2CCCC2)cc1
88,1.1,-0.2,4,0.0,-8,-3,1,-2,CCC(C(=O)N1CCc2ccccc2C1)n1nc(C)n2c(cc3occc32)c1=O (configuration not stated)
130,1,0.0,-20,0.4,4,1,1.1,-1,Cc1cccc(OCc2nnc(SCC(=O)Nc3ccc(C)c(C)c3)o2)c1
97,1.2,-0.7,45,0.0,2,32,0.99,17,COc1ccccc1Nc1ccc(C(=O)NC2CCCCC2)cn1
92,0.94,-0.6,-1,-1.1,1,8,1,0,CCOC(=O)c1c(CN(C)C)n(C)c2ccc(OC(C)=O)cc12
115,1.1,-1.1,-27,-0.5,0,-9,1,-9,C=C(C)COc1ccc2oc(C)c(C(=O)OCCOC)c2c1
86,5*,0.3,7,-1.0,-36,-1,1,0,O=C(O)c1cccc(N2CCCC2)c1
88,1.1,-0.8,-19,0.6,1,-9,1.1,-3,CCCCCSc1nc2c(c(=O)[nH]c(=O)n2C)n1CCc1ccccc1
82,1.1,-1.0,-19,0.6,0,-13,1,-11,CC1(C)CC(=O)C(C(C2=C(O)CC(C)(C)CC2=O)c2cccnc2)C(=O)C1 (configuration not stated)
75,0.89,0.4,-14,0.4,-1,-10,1,2,CCOC(=O)C1CCCN(c2c(NCC3CCCN3CC)c(=O)c2=O)C1 (configuration not stated)
103,2.1*,-0.7,-26,-0.1,-32,-5,1.1,17,CC1(C)Cc2c(C#N)c(NCCCO)nc(-c3ccccc3)c2CO1
200,1.1,-3.0,-5,0.8,1,nt,1,6,Cn1c(=O)c2c(nc(NCC(O)CO)n2CCc2ccccc2)n(C)c1=O (configuration not stated)
93,1.1,-0.5,-2,-0.3,1,-6,1,-1,CCCCC(=O)Nc1ccc(C(=O)Nc2ccc(S(=O)(=O)N3CCCC3)cc2)cc1
132,1.1,-0.3,nt,1.2,1,-30,1,18,O=C(c1cccc(Cl)c1)N1CCN(c2ccccn2)CC1
127,1.1,-0.8,19,0.6,2,2,1,12,CCn1c(CC(=O)Nc2ccc(C)cc2)nnc1SCC(=O)NCc1ccccc1
82,1.1,0.9,-6,0.5,-15,-8,1,-10,COc1cc(SC)ccc1C(=O)NCC1CCCO1 (configuration not stated)
160,1.1,0.0,-4,0.4,3,12,0.99,7,COc1ccc(Cc2nn3c(Cn4nnc5ccccc54)nnc3s2)cc1
102,1.1,-0.7,15,-0.5,4,-2,0.99,-2,O=C(CCSc1nnc(-c2ccco2)o1)Nc1ccc(Cl)cc1
84,1,-0.5,12,-0.2,9,4,1,2,CCOc1ccc(-c2nnn(CC(=O)NCc3cccs3)n2)cc1
94,1.1,-0.9,-4,1.0,-2,4,1.1,-3,COc1cc(C(c2sc3ncnn3c2O)N2CCN(c3ccccc3F)CC2)cc(OC)c1OC (configuration not stated)
84,1.1,-1.7,0,-0.8,-1,25,1.1,13,Cc1ccc(NC(=O)c2cc(NC(=O)c3ccco3)ccc2N2CCOCC2)cc1
131,1.1,-0.5,9,-0.8,0,1,1.1,9,Cc1cc(C(F)(F)F)nc(SCc2ccc(C(=O)O)o2)n1
111,0.98,-0.8,1,0.0,1,10,0.98,0,CSc1nc2ccc(S(=O)(=O)N3CCOCC3)cc2s1
60,1.3,-1.1,-4,0.3,-61[fluorescence artefact?],12,1,-2,c1ccc(-c2nnc(-c3ccco3)o2)cc1
92,1.3,0.2,3,0.7,-17,-10,1,9,COc1cc(NC(=O)Cn2nnc(-c3ccncc3)n2)cc(OC)c1
95,1,0.9,6,0.0,-9,-13,1,-11,O=C(Nc1ccccc1C(F)(F)F)c1cc(S(=O)(=O)N2CCC3(CC2)OCCO3)ccc1F
134,1.1,0.2,0,-0.3,-10,-2,1,-1,COc1ccc(C2N=C(N)N=C(N)N2c2ccccc2)cc1OC (configuration not stated)
94,1.1,0.4,-16,0.0,0,-7,1,1,CC(C)COP(=O)(c1ccc(N(C)C)cc1)C(O)c1ccccn1 (configuration not stated)
